Screening data as filed in PubChem.
INS-1E GSIS act: GLuc luminescence reporter in INS-1E cells, primary screen for activators of glucose-dependent secretion of insulin; INS-1E GLuc reporter insulin secretion, 2-3 h; activation, % at 16.6 µM; hit rate 0.61% among 370,000; AID 743287, 2014;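 active = lowest replicate activation of at least 40%, so every replicate reaches that level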;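 also: 0% = median of neutral control wells and 100% = median of IBMX positive control wells; some compounds called inactive have numbers as strong as hits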
PGC1a acetyl inh: inhibitors of PGC1a acetylation signal, primary screen, cell-based, U2OS, AlphaScreen, inhibitor mode. hit rate 0.17% among 350,000. inhibition, % at 15.6 µM. AlphaScreen anti-acetyl-lysine; with virally co-expressed GCN5 acetyltransferase. AID 651687, 2012;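 active = every replicate shows inhibition of at least 40%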;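 also: 0% = neutral control wells and 100% = positive control wells; some results beyond the cut were filed as inactive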
Cneo AK release: Cryptococcus neoformans cell lysis inducers, primary screen, AK release luminescence, single concentration; lysis activity, % at 15 µM; AID 651654, 2012; C. neoformans lysis, adenylate kinase release luminescence, 4 h; normalised: neutral wells 0, clomiphene wells 100; hit rate 0.2% among 360,000;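 active = mean lysis activity across replicates of at least 80%, whatever share of replicates individually reach that level; inactive = mean lysis activity below 80%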
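Assay system: C. neoformans cells. Amount: yeast cell density of 5 × 10^6 cells/mL. Technique: AK luminescence. Buffer or medium: YPD. Times: static 4 h at 37 °C with compound, 1 h detection. Dosing: single-point compound dose. Read-out: lysis from increased AK signal.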
PglD DTNB: C. jejuni PglD acetyltransferase inhibitors, primary screen, biochemical, DTNB colorimetric, single point. UDP-N-acetylbacillosamine N-acetyltransferase PglD (Campylobacter jejuni). purified PglD enzyme, DTNB colorimetric CoA detection. inhibition, % at 12.5 µM. hit rate 0.098% among 360,000; in the data active = inhibition above about 16%, passing the limit was not always enough; also: strong numbers were not always called active
C2C12 statin: suppressors of statin myotoxicity in C2C12 myotubes, primary screen, cell-based, single point, plate reader; C2C12 myotubes + simvastatin, ATP luminescence, 48 h; scaled: DMSO 0, geranylgeraniol control 100; rescue of ATP level, % at 7.49 µM; hit rate 0.78% among 330,000; AID 602340, 2012;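 active = mean ATP rescue above about 67%, or every replicate alone reaching that limit, limit read from the data, passing the limit was not always enough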;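 also: myotubes were challenged with 10 µM simvastatin during compound exposure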
LGR2 antag: inhibitors of bursicon-induced LGR2 CRE-luciferase signal, primary screen, cell-based, HEK293, CRE-luciferase reporter, bursicon stimulation; Drosophila bursicon receptor LGR2 (rickets); inhibition, % at 9.99 µM; hit rate 0.35% among 380,000; bursicon-stimulated, 4 h;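 active = drop in luminescence signal, shown as inhibition above about 50% in the replicate tests, limit read from the data, passing the limit was not always enough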;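 also: agonist challenge used bursicon conditioned medium at about half maximal strength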
ARNT TACC3 PPI: disruptors of ARNT/TACC3 protein interaction, primary screen, biochemical, AlphaScreen, single concentration | Transforming acidic coiled-coil-containing protein 3 (Homo sapiens), Q9Y6A5 | AlphaScreen His-ARNT PAS-B/GST-TACC3 binding, luminescence; TACC3 fragment carries E629A point mutation | inhibition, % at 9.99 µM | hit rate 0.66% among 390,000 | AID 623870, 2012;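 active = mean inhibition of replicates at least 50% and at least half of replicates each reaching 50%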;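 also: 0% = complete ARNT plus TACC3 wells and 100% = ARNT alone without TACC3; many hits fall short of the cut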
PAX8 reporter: inhibitors of PAX8-driven TPO luciferase reporter, primary screen, RMG-I cells, single concentration; SteadyGlo, 24 h; inhibition, % at 12.6 µM; hit rate 1.2% among 360,000; AID 652154, 2013;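 active = mean replicate inhibition at least 60% with every replicate also reaching 60%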;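 also: luciferase light reporting Pax8 driven TPO promoter activity; plate controls were median of neutral control wells for no effect and mitoxantrone controls for full effect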
* marks the source's active call; other numbers are inactive results; / = not tested or not shown; & = joins results of further samples.

canonical_smiles	INS-1E GSIS act	PGC1a acetyl inh	Cneo AK release	PglD DTNB	C2C12 statin	LGR2 antag	ARNT TACC3 PPI	PAX8 reporter
Cn1c(Sc2ccc(Cl)cc2)c(C=O)c2ccccc21	/	27	0	-7	8	/	0	/
N#CCCN1CCN(C(=S)c2ccc(-c3cccc(Cl)c3)o2)CC1	/	1	-2	3	15	/	-3	/
O=C(COC(=O)C1CC(=O)N(C2CCCCC2)C1)c1ccc(F)cc1 (stereo not drawn)	2	/	2	2	12	11	-4	-5
COc1c(C)cc(C(O)c2ncc(-c3cccc(C(F)(F)F)c3)[nH]2)cc1C (stereo not drawn)	-21	-5	-3	-1	1	10	/	16
O=C(C[C@@H]1C=C[C@H](NC(=O)c2cccc(F)c2)[C@H](CO)O1)NCCN1CCCC1	6	-6	-2	0	-3	-1	3	-7
CC(C)NC(=O)Nc1ccc2c(c1)C(=O)N([C@H](C)CO)C[C@H](C)[C@@H](CN(C)S(=O)(=O)c1ccccc1)O2	4&-10	-4&3	-2&-3	-3&3	16&-1	3&-9	-5&-2	11&14
O=c1[nH]c2cc3c(cc2cc1CN(CCc1ccccc1)Cc1nnnn1CC1CCCO1)OCO3 (stereo not drawn)	5	-16	3	-1	47	/	-5	/
Cc1cc(NS(=O)(=O)c2ccc(NC(=O)CCCOc3cccc(C)c3C)cc2)no1	23	/	8	1	2	2	-3	-13
C[C@@H]1CN([C@H](C)CO)C(=O)c2cccc(NC(=O)c3ccc(-c4nccs4)cc3)c2O[C@@H]1CN(C)S(=O)(=O)c1ccccc1	-7	12	0	2	-6	23	-11	-12
CC(=O)NNS(=O)(=O)c1ccc(-c2cc(C(F)(F)F)n(C)n2)s1	4	/	/	/	2	0	-5	19
CCN1C[C@@H]2[C@@H]3C(=O)N(C)C(=O)[C@@H]3[C@](CC)(C(=O)OC)N2C1=NCc1ccccc1	15	-6	12	5	15	-2	-3	-2
COc1ccc(NC(=O)Nc2cccc3c2O[C@@H](CN(C)Cc2ccncc2)[C@@H](C)CN([C@@H](C)CO)C3=O)cc1	14	0	36	3	-2	1	-12	-7
COc1ccc(CC(NC(C)=O)C(=O)NC2CCN(C(=O)C3CC3)CC2)cc1OC (stereo not drawn)	8	-20	/	/	/	-17	-2	20
CC1CC2(CCCC2)N(C(=O)c2ccccc2)Cc2ccccc21 (stereo not drawn)	-4	-25	4	-27	1	8	/	-16
COc1ccc(CNC(=O)CSCc2cccc(Cl)c2)cc1	-9	/	/	/	/	-1	-7	1
COc1ccc(CN(C)C[C@H]2Oc3ccc(NC(=O)NC(C)C)cc3C(=O)N([C@H](C)CO)C[C@H]2C)cc1	-6	-14	1	0	13	6	2	-11
CCCCOCCCNc1ncnc2c1[nH]c1ccccc12	/	/	1	4	-40	/	1	/
CO[C@@H]1CN(C)C(=O)c2cc(NS(=O)(=O)c3ccccc3C)ccc2OC[C@H](C)N(C)C[C@H]1C	9	-2	-3	-3	9	18	0	4
O=C(c1ccc(Nc2cccc(C(F)(F)F)c2)nc1)N1CCCC1	-11	13	3	0	-43	-6	-3	/
Cc1ccccc1OCC(=O)Nc1cccc(S(=O)(=O)NC2=NCCC2)c1	5	-2	-3	-2	1	-8	3	-18
CS(=O)(=O)Nc1ccc2c(c1)[C@H]1C[C@@H](CC(=O)NCC3CC3)O[C@H](CO)[C@H]1O2	20	2	-2	-1	2	0	-7	1
COc1ccc(NC(=O)Nc2ccc3c(c2)[C@@H]2C[C@H](CC(=O)N4CCc5ccccc5C4)O[C@@H](CO)[C@@H]2O3)cc1	-4	8	-3	5	-1	1	0	-21
O=C(Cn1nc(-c2ccccc2)ccc1=O)NCc1ccc2c(c1)OCO2	16	14	2	-5	28	2	-1	/
CN1c2ccc(-c3cccc(C#N)c3)cc2[C@H]2[C@H](CCN2S(=O)(=O)c2cccc(F)c2)[C@H]1CO	-1	-12	-21	1	-8	4	-1	26

Quoted from the listing.
In PAX8 reporter, COc1ccc(NC(=O)Nc2ccc3c(c2)[C@@H]2C[C@H](CC(=O)N4CCc5ccccc5C4)O[C@@H](CO)[C@@H]2O3)cc1 has the entry -21
In PAX8 reporter, COc1ccc(CC(NC(C)=O)C(=O)NC2CCN(C(=O)C3CC3)CC2)cc1OC (stereo not drawn) has the entry 20

Carrying on.
canonical_smiles	INS-1E GSIS act	PGC1a acetyl inh	Cneo AK release	PglD DTNB	C2C12 statin	LGR2 antag	ARNT TACC3 PPI	PAX8 reporter
COC(=O)C[C@H]1CC[C@@H]2[C@H](COc3ccc(NC(=O)Nc4cccc(C#N)c4)cc3C(=O)N2C)O1	4	3	-1	3	-10	-18	3	-15
Oc1ccc(/C(Cc2ccc3ccccc3n2)=N\Nc2ccccc2)c(O)c1	-6	-14	/	/	/	-48	9	0
O=C(CCS(=O)(=O)c1ccc2c(c1)NC(=O)CS2)NCc1cccs1	20	8	2	12	1	30	/	-1
Cc1ccc(N2C(=O)NC(NS(=O)(=O)c3ccccc3)(C(F)(F)F)C2=O)cc1 (stereo not drawn)	1	/	-1	-3	23	-9	3	-2
COc1ccccc1CCNC(=O)CNC(=O)c1ccc2ccccc2c1	-26	1	0	1	6	-9	-1	9
O=C(O)CCC(=O)N1CCN(c2nc(-c3ccccc3)c3ccccc3n2)CC1	14	-7	1	-2	-6	4	4	19
C[C@@H]1CN([C@@H](C)CO)C(=O)c2cc(C#C[C@@H](C)O)cnc2O[C@@H]1CN(C)C(=O)c1ccc(F)cc1	10	-4	-13	-4	-7	-29	-6	/
O=C(CO/N=C/c1c(Cl)cccc1Cl)NNC(=O)c1cccc(Cl)c1	-11	/	/	/	/	-5	-3	0
Cn1c(NCc2ccc(Cl)cc2)nc2ccccc21	-8	-6	-3	3	-7	-50	6	-163
O=c1n(Cc2ccccc2F)c2ccccc2n1Cc1ccccc1F	/	1	0	-3	/	/	-19	/
C[C@H]1CN([C@@H](C)CO)C(=O)Cc2cc(NS(=O)(=O)c3ccc(Cl)cc3)ccc2O[C@@H]1CN(C)Cc1ccc(-c2ccccc2)cc1	-8	-4	/	/	21	-13	/	5
C[C@@H]1CN([C@H](C)CO)C(=O)Cc2cc(NC(=O)C3CCCCC3)ccc2O[C@@H]1CN(C)Cc1ccc(C(=O)Nc2ccccc2N)cc1	-5	-10	/	/	/	-1	/	20
COc1ccc(/C=C/C(=O)Nc2ccc(S(=O)(=O)N3CCOCC3)cc2)c(OC)c1	-1	-11	-1	-1	5	-9	-2	-1
CC(=O)Nc1ccc(OC(=O)C(CCS(C)(=O)=O)N2C(=O)c3ccccc3C2=O)cc1 (stereo not drawn)	/	-1	1	2	9	/	0	/
CCOCc1nnc(NC(C)=O)s1	/	-1	2	3	4	/	/	/
CS(=O)(=O)N1CCC(C(=O)Nc2cccc(Cl)c2Cl)CC1	-2	7	0	-4	-3	3	0	12
COc1ccccc1NC(=O)N(C1CCCC1)C1CCN(C(C)=O)CC1	8	1	-5	4	-6	7	13	5
COCCCNc1nc(-c2ccncc2)nc2ccccc12	/	-3	2	1	-14	/	5	-7
CO[C@@H]1CN(C)C(=O)c2ccc(NC(=O)Nc3cc(F)ccc3F)cc2OC[C@@H](C)N(C(=O)c2cnccn2)C[C@H]1C	-25	6	-2	-3	11	-31	1	/
Cc1ccc(NC(=O)C(C)Sc2nnc(C3CC3)n2C2CC2)cc1S(=O)(=O)N1CCOCC1 (stereo not drawn)	-19	2	1	1	9	-8	1	12
COc1cccc(NC(=O)c2ccc3nc(C)c(N(C)Cc4ccc(NC(C)=O)cc4)n3c2)c1	/	-2	-1	-1	-16	-30	/	-4
COc1ccc(CCNC(=O)C2CC3Cn4c(nc5cc(C)c(C)cc54)C3N2C)cc1 (stereo not drawn)	6	0	-2	-2	4	20	0	28
CC(=O)O/N=C1\C(=O)N(Cc2ccc(C)cc2)c2ccccc21	-4	-9	/	/	1	/	-6	8
COC(=O)/C(=C\c1c[nH]c2ccccc12)NC(C)=O	/	6	3	-1	/	/	-2	14
Cn1c(N)c(C(=O)COC(=O)C(Cc2ccccc2)NC(=O)c2ccccc2)c(=O)n(C)c1=O (stereo not drawn)	9	/	/	/	/	-19	-1	0
COCCNC(=O)C[C@@H]1C=C[C@H](NC(=O)NC2CCCC2)[C@@H](CO)O1	7	3	32	2	-5	-18	8	-6
Cc1c(C(=O)OCC(=O)c2c(N)n(CC(C)C)c(=O)n(C)c2=O)oc2ccccc12	/	-64	0	1	-9	/	1	29
CCCOC(=O)c1ccc(NC(=O)c2nc3nc(C)cc(C)n3n2)cc1	0	2	-2	5	8	-20	-1	7
CC1(C)CC(C#N)(N2CCOCC2)CCO1 (stereo not drawn)	15	15	1	-1	-13	4	-3	/
CC(C)(C)c1ccc(/C=C/C(=O)N2CCc3ccccc3C2)cc1	-21	-5	-8	-1	-22	17	-1	/
CCCN1CCN(C(=O)C2CCN(S(=O)(=O)c3ccc4c(c3)oc(=O)n4C)CC2)CC1	-1	-5	-1	3	/	-2	7	-11
O=C(Nc1ccc(C(F)(F)F)cc1)N[C@@H]1CC[C@H](CCNC(=O)c2ccccc2F)O[C@@H]1CO	-3	7	66	-1	-12	-10	-1	-4
COc1ccc2c(c1)c(=O)oc1c(C)c(OCC(=O)N3CCc4ccccc4C3)ccc12	5	10	1	7	/	2	-2	/
COc1cccc(CC(=O)NNC(=O)c2ccc3c(c2)OCO3)c1	7	2	3	-4	5	3	-2	8
CCC(=O)NC[C@H]1[C@@H](c2ccc(C3=CCCC3)cc2)[C@@H](CO)N1C(C)=O	18	4	-1	2	-5	-5	5	5
C[C@H]1CN([C@@H](C)CO)C(=O)c2cc(NS(=O)(=O)c3cccs3)ccc2O[C@@H]1CN(C)Cc1ccccc1	9	-16	-4	3	1	-2	-7	9
